Screening results as filed in PubChem.
KKLEB tox – counter-screen for CF NF-kB inhibitors: cytotoxicity; activity change (cytotoxicity), % at 5 µM; KKLEB CF airway cells viability, ATPlite luminescence, overnight; active compounds read low; cells stimulated with P. aeruginosa culture filtrate; hit rate 0.36% among 360,000; AID 602141;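 active means corrected activity change at or below -50% at 5 µM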
TWEAK Fn14 block – blocks TWEAK-Fn14 interaction in a reporter cell assay. TWEAK-stimulated Fn14 reporter cells, luciferase luminescence, 8 h. inhibition, % at 10 µM. hit rate 2% among 360,000. AID 1159606; in the data active means inhibition above about 50%
CF NFkB inh – inhibitors of cystic fibrosis induced NF-kB; inhibition, % at 5 µM; hit rate 0.86% among 360,000; KKLEB NF-kB-GFP reporter, PAF-induced, GFP fluorescence overnight; AID 588850;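 active means at least 50% inhibition at 5 µM, scaled per plate between neutral and stimulator controls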;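 further: PAF is a Pseudomonas aeruginosa culture filtrate used as stimulus; plate controls were PAF-stimulated DMSO wells for no effect and unstimulated DMSO wells for full effect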
Shn3 inh set2 – Schnurri-3 reporter inhibition in Clone20 osteoblasts | Clone20 osteoblast Shn3 3'UTR firefly luciferase, 24 h | inhibition, % at 12.5 µM | hit rate 0.52% among 360,000;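 active means mean inhibition of at least 75% with every replicate also reaching 75%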;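 further: 0% = median of neutral control wells and 100% = pilot-screen positive control compound; some compounds past the cut are filed as inactive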
hiPSC survival – enhancers of human iPSC single-cell survival; AID 602274; survival enhancement, % at 20 µM; hit rate 0.044% among 360,000; hiPSC single-cell survival, ATPlite luminescence; 100% = ROCK inhibitor wells, 0% = DMSO; in the data active means survival enhancement above about 18%;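 further: cells exposed to compounds for 16 hours before the ATP read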
aDG glyco up – increases alpha dystroglycan glycosylation | Pro5-aDG cells, alpha-DG glycosylation AlphaScreen (IIH6); 0% Pro5, 100% B10-LARGE cell signal | activation, % at 10 µM | hit rate 0.22% among 360,000;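 active means activation of at least 8% versus controls, or a plate z-score of at least 8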;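 further: Pro5 are CHO cells carrying HIG-tagged alpha-DG that lacks glycosylation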
HIF-2a inh – blocks HIF-2a reporter activity; 786-0 RCC cells HIF-2a reporter, luciferase luminescence, overnight; inhibition, % at 18.8 µM; hit rate 0.72% among 360,000;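 active means inhibition of the luminescence signal of 40% or more relative to plate controls, in a single-dose primary screen at 18.75 µM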
NR2E3 ag-1 – activates human NR2E3 receptor; Q9Y5X4; CHO-S Gal4-NCOR/VP16-NR2E3 two-hybrid, luciferase; inhibition of corepressor binding, % at 3.98 µM; hit rate 0.35% among 360,000; AID 602229;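 active means inhibition above the mean of all tested compounds plus 3 SD, cut at about 70% in these data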;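 further: 0% = DMSO with NR2E3 transfected cells and 100% = cells lacking NR2E3 construct; higher means lower luciferase signal from less NR2E3 corepressor binding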
Target sequence (Q9Y5X4 whole entry, looked up, the tested form may be a part): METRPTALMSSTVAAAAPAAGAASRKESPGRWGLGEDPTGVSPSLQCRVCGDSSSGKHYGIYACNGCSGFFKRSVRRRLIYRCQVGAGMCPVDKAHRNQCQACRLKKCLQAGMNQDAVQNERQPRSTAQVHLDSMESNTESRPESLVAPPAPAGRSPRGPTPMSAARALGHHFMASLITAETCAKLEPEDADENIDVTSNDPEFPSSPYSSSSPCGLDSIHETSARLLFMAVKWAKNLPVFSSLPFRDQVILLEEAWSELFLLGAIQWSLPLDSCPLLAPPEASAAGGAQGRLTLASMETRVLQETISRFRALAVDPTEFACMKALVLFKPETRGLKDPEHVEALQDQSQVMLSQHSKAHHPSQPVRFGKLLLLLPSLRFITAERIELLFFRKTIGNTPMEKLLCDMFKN
NR2E3 ag-2 – agonists of human nuclear receptor NR2E3 | Q9Y5X4 | GST-NR2E3/biotin-RetCOR TR-FRET, 1536-well | inhibition of corepressor binding, % at 4.78 µM | hit rate 0.12% among 320,000 | AID 2300;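 active means percent inhibition above the cutoff of mean plus 3 SD of all tested compounds, set per screening campaign, cut at about 20% in these data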;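 further: 0% = DMSO wells and 100% = biotin wells as full block of FRET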
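Test system: GST-NR2E3 and biotin-RetCOR proteins | Quantity: 1.35 nM GST-tagged NR2E3 final | Medium: Tris pH 7.5 | Also added: 7 nM biotin-RetCOR | Dosing: Compound at 4.8 µM, single dose | Timing: 5 h at 4 °C | Detection: Time-resolved FRET | Read-out basis: Percent inhibition | Benchmarks: Biotin wells as high control, 0.6% DMSO wells as low control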
Peg3 promoter – Peg3 promoter activity inhibition | HeLa PEG-Prom luciferase reporter, luminescence, overnight | inhibition, % at 20 µM | hit rate 1.7% among 360,000 | AID 588405;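 active means inhibition of at least 50% at 20 µM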
TRPM1 prom inh – inhibitors of MITF-driven TRPM1 promoter in melanoma cells | SK-MEL-5 TRPM1 promoter luciferase, 24 h | inhibition, % at 12.5 µM | hit rate 0.83% among 330,000 | AID 488899;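 active means mean inhibition across replicates of 60% or more, whatever share of single replicates reaches that level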; further: values of inactives mirror those of a sister screen read the other way
* = called active by the depositor; · = no result given.

The first two compounds as a preview:
SMILES,KKLEB tox,TWEAK Fn14 block,CF NFkB inh,Shn3 inh set2,hiPSC survival,aDG glyco up,HIF-2a inh,NR2E3 ag-1,NR2E3 ag-2,Peg3 promoter,TRPM1 prom inh
CCn1ncc(/C=N/NS(=O)(=O)c2ccc(Cl)cc2)c1C,9.4,-3.2,-5.9,-4.7,-1.2,-0.2,5.0,-39.3,-3.2,4.9,1.6
Cc1cc(C(=O)N2CCCC(CNS(=O)(=O)c3cccs3)C2)nn1C (stereo not drawn),17.5,-8.4,14.6,3.1,-0.8,-0.2,-6.0,-15.3,0.3,-8.7,-1.0

The whole of this part, repeating the preview:
SMILES,KKLEB tox,TWEAK Fn14 block,CF NFkB inh,Shn3 inh set2,hiPSC survival,aDG glyco up,HIF-2a inh,NR2E3 ag-1,NR2E3 ag-2,Peg3 promoter,TRPM1 prom inh
CCn1ncc(/C=N/NS(=O)(=O)c2ccc(Cl)cc2)c1C,9.4,-3.2,-5.9,-4.7,-1.2,-0.2,5.0,-39.3,-3.2,4.9,1.6
Cc1cc(C(=O)N2CCCC(CNS(=O)(=O)c3cccs3)C2)nn1C (stereo not drawn),17.5,-8.4,14.6,3.1,-0.8,-0.2,-6.0,-15.3,0.3,-8.7,-1.0
COc1ccc(OC)c2c1cc(C(=O)N[C@H](C(=O)N1CCC[C@H]1C(=O)O)C(C)C)n2C,-11.6,-6.6,24.2,7.7,0.0,-0.2,7.1,24.1,-3.8,-3.6,-1.6
COc1ccccc1OCC(=O)N1CCC2(CC1)CC(=O)c1ccccc1O2,-30.4,-22.6,6.0,-5.5,-0.5,0.5,1.1,-0.8,0.5,14.3,-6.8
COc1ccc(CCC(C)NCc2ccccc2OC)cc1 (stereo not drawn),0.3,13.6,5.1,23.8,-0.3,0.3,17.8,-41.2,3.6,-10.2,-5.1
O=C(NCCC1=CCCCC1)C1CCC(CNc2nc(=S)[nH]c3ccccc23)CC1 (stereo not drawn),-1.8,-20.4,3.7,53.6,-0.5,0.1,16.3,-5.3,3.0,40.1,64.0*
Cc1cc(NC(=O)CSc2ncnc3sc(C)c(C)c23)no1,3.3,-9.3,-13.2,2.2,-0.8,0.0,3.8,-45.0,-2.0,12.8,9.4
CCCCCn1c(=S)[nH]c2cc(C(=O)N3CCN(C(=O)OCC)CC3)ccc2c1=O,2.0,1.8,2.5,-7.7,-0.5,0.0,15.7,-21.8,4.2,25.8,4.6
COc1ccc(CCNC(=O)COC(=O)c2ccc(C)s2)cc1OC,-17.9,1.0,27.4,-11.6,-0.6,-0.1,12.7,-15.1,0.0,14.2,-14.9
COc1ccc(-c2cnn(-c3ccccc3)c2N)cc1OC,13.6,-26.4,-29.0,-22.3,-2.7,0.1,-29.6,3.7,-3.2,-36.0,-5.4

Further entries:
SMILES,KKLEB tox,TWEAK Fn14 block,CF NFkB inh,Shn3 inh set2,hiPSC survival,aDG glyco up,HIF-2a inh,NR2E3 ag-1,NR2E3 ag-2,Peg3 promoter,TRPM1 prom inh
CCOC(=O)C1=C(C)NC(=O)NC1c1ccc(Br)o1 (stereo not drawn),-0.9,34.2,13.1,-7.4,-1.5,0.3,-0.1,6.1,1.4,-0.8,-2.3
Cc1cc(OCC(=O)NCC(c2ccc(F)cc2)N2CCOCC2)ccc1Cl (stereo not drawn),3.0,-2.1,-24.8,-19.8,0.1,0.0,11.8,3.2,1.9,-1.1,13.2
O=C(COC(=O)c1cc(S(=O)(=O)N2CCOCC2)ccc1Cl)NCCc1ccccc1,-2.9,0.5,0.5,-5.2,-0.3,-0.2,6.6,-17.3,4.7,3.0,-5.4
NC(=O)CC(NC(=O)Cc1ccc(Cl)cc1)c1ccc(NCCCN2CCCC2=O)c([N+](=O)[O-])c1 (stereo not drawn),6.4,11.4,10.1,-1.9,-3.3,0.0,3.0,10.0,-2.8,-10.5,-5.4
Cc1nn(-c2ccccc2)c2nc(-c3cccs3)cc(C(=O)NN)c12,-10.7,7.5,-30.2,-22.3,-2.9,-0.4,8.1,-23.2,-2.0,2.1,11.9
C=C1CCN([C@@H](CC(C)C)C(=O)NCCCc2ccccc2)S(=O)(=O)c2ccccc21,-3.8,5.0,15.8,17.1,-2.7,0.3,8.7,-18.0,6.1,18.0,-8.6
CCc1cc(C(=O)N2CCCC(C(=O)c3ccc(Oc4ccccc4)cc3)C2)n(C)n1 (stereo not drawn),2.3,27.4,8.6,4.3,0.9,0.1,18.2,22.9,-3.8,15.1,9.1
O=C(NCCC(=O)N1CCNC1=O)OCc1ccccc1,-6.6,-17.1,1.8,18.1,0.3,-0.2,-2.7,-28.0,-3.0,14.8,-10.6
O=S(=O)(NCCc1ccccc1)c1ccc(-n2cnnn2)cc1,1.1,-6.1,12.3,14.5,-0.3,0.0,13.5,1.9,-0.6,8.3,1.7
Cn1c(=O)c2c([nH]c(=S)n2CCCc2ccccc2)n(C)c1=O,-2.6,1.2,-15.8,2.3,-0.5,-0.1,-13.9,-22.8,6.3,-5.6,7.4

The list continues:
SMILES,KKLEB tox,TWEAK Fn14 block,CF NFkB inh,Shn3 inh set2,hiPSC survival,aDG glyco up,HIF-2a inh,NR2E3 ag-1,NR2E3 ag-2,Peg3 promoter,TRPM1 prom inh
CC1CCCCN1C(=S)Nc1ccc2nc3n(c(=O)c2c1)CCCCC3 (stereo not drawn),-12.6,-9.3,14.2,-5.1,5.1,-0.4,-13.9,-28.9,2.8,-14.7,1.1
COc1ccc(C(C)=O)c(OC(=O)c2ccco2)c1,0.0,2.4,17.0,1.3,1.9,0.0,10.4,-7.2,-0.9,4.1,3.3
CN1CCN(c2ccc(CNS(=O)(=O)Cc3cccc(C(F)(F)F)c3)cc2)CC1,-0.4,23.3,11.1,82.3,-0.6,1.0,7.1,36.5,-1.5,19.5,·
CN1C(CC(=O)c2ccccc2)CCCC1CC(O)c1ccccc1 (stereo not drawn),-10.3,-4.6,12.8,3.8,-0.5,0.1,1.4,-21.3,-4.2,-7.4,0.2
C/C(=N\NC(=O)CNc1cccc(Cl)c1C)c1cccs1,7.6,-13.4,-5.2,-7.6,-0.1,0.0,2.2,5.0,5.0,11.0,-12.7
CNC(=O)CN1C(=O)COc2ccc(S(=O)(=O)N3CCCCCC3)cc21,19.4,-16.1,-23.3,4.1,0.0,0.0,6.8,-16.1,-2.2,1.4,1.6
O=C1NC[C@H](CCCCN2CCN(CCC3CCCCC3)C(=O)C2=O)N(CCc2ccccc2)C1=O,·,0.4,·,·,-0.8,-0.3,-1.2,-17.3,·,·,·
COc1ccc(/C=C/C(=O)NCCCc2ccccc2)cc1OC,7.6,9.0,-6.2,-2.4,0.8,-0.1,5.1,-15.0,-0.2,0.6,-10.2
C=CCn1c2ccccc2c2nnc(SCCN3CCCCC3)nc21,-0.1,-14.7,-28.1,11.3,-0.2,-0.3,9.7,20.7,2.2,18.7,7.8
COc1ccc(O)c(C(=O)CC(=O)c2cccnc2)c1,-3.5,7.0,-36.8,-38.4,-3.0,0.1,-164.3,-99.9,·,-215.6,-60.3

The list continues.
SMILES,KKLEB tox,TWEAK Fn14 block,CF NFkB inh,Shn3 inh set2,hiPSC survival,aDG glyco up,HIF-2a inh,NR2E3 ag-1,NR2E3 ag-2,Peg3 promoter,TRPM1 prom inh
O=C(NCC(c1cccs1)N1CCOCC1)c1cc(-c2ccccn2)nc2ccccc12 (stereo not drawn),-2.8,-9.2,2.7,22.0,-0.3,-0.1,-6.9,-0.9,1.0,6.5,1.0
Cc1ccnc(NC(=O)CN(C)S(=O)(=O)c2cccc3nsnc23)c1,-7.0,7.8,7.6,9.4,4.5,0.1,6.9,-13.2,0.3,7.2,17.6
COc1ccc(NC(=O)C2C(c3ccccc3)C2(Cl)Cl)cc1 (stereo not drawn),-12.4,1.1,0.5,5.3,-0.5,0.1,0.8,-5.4,-0.5,4.3,-7.2
Cc1nc(CCN2C(=O)c3ccccc3C2=O)n[nH]1,-0.2,-9.1,-11.8,4.4,0.2,0.5,11.7,-23.4,1.5,8.7,-6.9
COc1cc(/C=N/NC(=O)c2cc3c(ccc4ccccc43)o2)cc(OC)c1O,1.9,-5.0,8.2,-15.0,0.3,-0.7,-68.7,-26.3,6.0,-55.8,-8.9
COc1ccc([N+](=O)[O-])cc1NC(=S)NC(C)=O,5.2,7.9,-3.8,13.7,3.1,0.8,3.7,-16.4,-2.1,13.3,4.0
Cc1ccc(/C=N/n2c(-c3cccnc3)n[nH]c2=S)o1,12.9,-12.2,2.7,-5.3,-0.6,-0.1,14.7,-3.4,1.4,11.1,-4.5
COc1cccc(C(c2nnnn2Cc2ccccc2)N2CCN(C(=O)c3ccco3)CC2)c1OC (stereo not drawn),-12.6,1.4,11.0,9.2,-0.7,0.3,9.1,1.4,-4.2,15.4,6.4
COc1ccc(CCNC(=O)COc2ccc3c(C)cc(=O)oc3c2)cc1OC,-7.8,-3.0,7.1,4.3,-0.7,0.0,4.4,-16.1,3.5,-5.7,-11.7
Cc1c(Cl)cccc1NS(=O)(=O)c1cn(C)c(=O)n(C)c1=O,-2.6,3.8,3.3,-8.2,-1.5,-0.2,1.5,-8.6,-3.1,-7.3,·

The listing continues:
SMILES,KKLEB tox,TWEAK Fn14 block,CF NFkB inh,Shn3 inh set2,hiPSC survival,aDG glyco up,HIF-2a inh,NR2E3 ag-1,NR2E3 ag-2,Peg3 promoter,TRPM1 prom inh
COc1ccc(CCCc2nnc(SCc3nc4ccccc4c(=O)[nH]3)n2C)cc1C,4.9,17.4,-5.7,39.0,-0.3,0.0,20.9,2.7,3.3,14.6,-3.8
O=C(CSc1nnc(-c2ccco2)n1Cc1ccccc1)OC1CCCCC1,-32.2,-14.2,11.9,-46.6,-1.4,0.0,-184.8,-101.0,-2.5,-200.2,-88.9
Cc1nnc(NC(=O)CCC(=O)NCc2cccs2)s1,3.5,-8.2,-3.5,-4.3,5.5,-0.1,1.8,-8.4,-3.4,8.5,-6.0
CCn1c(=O)n(CC)c2cc(S(=O)(=O)N3CCc4ccccc43)ccc21,2.6,29.1,9.8,66.2,0.4,2.8,15.8,-0.4,2.8,32.5,12.7
